# Bioassay records as filed in PubChem.
# Arr AP2 block – blocks beta-arrestin peptide binding to AP2 adaptin. AID 504490. inhibition, % at 10 µM. 0.31% of 340,000 active. FITC-arrestin peptide / GST-AP2 beads, flow cytometry; AP2 beta2 appendage carries R879A mutation;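 active = inhibition above a set limit, near 3 SD of compounds lacking own fluorescence, cut at about 54% in these data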;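 note: plate controls were DMSO wells for no effect and 5 µM unlabelled arrestin peptide for full effect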
#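 System: GST-AP2 R879A bound to glutathione beads, E. coli-expressed. Also added: 50 nM FITC-arrestin peptide. Schedule: compound with beads 12 min RT, then probe 1 h RT. Signal: bead flow cytometry, FITC channel. Read-out basis: percent response.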
# RTF Ca sens act – increases calcium sensitivity of human cardiac regulated thin filaments; P19429+P45379; IANBD-labeled TnC RTF fluorescence at EC20 calcium; 0% EC20 calcium, 100% full calcium; activation, % at 7.2 µM; 0.24% of 340,000 active;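 active = activation above the mean over all tested compounds plus 3 SD, cut at about 30% in these data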;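 note: rise in fluorescence read as greater calcium sensitivity of cardiac thin filaments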
# OPRM1-OPRD1 ag – OPRM1-OPRD1 heterodimerization agonism. P35372+P41143. cells, luminescence. activation, % at 9.3 µM. AID 504326. 0.3% of 340,000 active; in the data active = activation above about 18%;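 note: 0% = vehicle-treated cells and 100% = reference agonist; values of inactives mirror those of a sister screen read the other way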
# Wnt act – Wnt/beta-catenin pathway activation; Wnt/beta-catenin reporter cell assay, activator, plate reader; activation, % at 9.35 µM; 1.2% of 300,000 active; in the data active = activation above about 30%, passing the limit was not always enough;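 note: 0% = neutral control wells and 100% = positive control wells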
# Cardiac RTF inh – cardiac RTF calcium desensitization; P19429+P45379; IANBD-labeled cardiac RTF, Ca2+ fluorescence; inhibition, % at 7.15 µM; 0.12% of 340,000 active; AID 493244;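 active = inhibition above the mean inhibition of all tested compounds plus 3 SD, cut at about 17% in these data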;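 note: assay run at fixed EC70 calcium of 1.6 mM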
# C-LANA FP – inhibitors of KSHV LANA C-terminal domain DNA binding. MBP-C-LANA/FAM-LBS DNA binding, fluorescence polarization. inhibition, % at 9 µM. 0.078% of 340,000 active. AID 504423;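 active = highest replicate inhibition at or above 60% at 9 µM, even if other replicates fall short; inactive = all replicates below 60% inhibition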;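 note: 0% = neutral control wells and 100% = 4 µM acridine orange control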
# OPRM1-OPRD1 inv – inverse agonists of human mu-delta opioid receptor heterodimerization; P35372+P41143; 0.21% of 340,000 active; cell-based MOR-DOR heterodimer luminescence, inverse agonism; inhibition, % at 9.3 µM; AID 504357; in the data active = inhibition above about 22%, passing the limit was not always enough;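 note: 0% = cells with DMSO and 100% = wells without cells with DMSO; values of inactives mirror those of a sister screen read the other way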
# V-ATPase pHluor – regulators of yeast V-ATPase proton transport | response, % at 10 µM | 0.37% of 350,000 active | S. cerevisiae, pHLuorin cytosolic pH fluorescence; in the data active = response mostly above about 7.3%, no sharp cut-off; inactive = mostly below about 5.4%; note: actives read high; inactives centre near 0; some compounds called inactive have numbers as strong as hits; reference of the scale not given here
# Keap1 Nrf2 FP – inhibitors of human Keap1-Nrf2 protein-protein interaction; Keap1 Kelch-Nrf2 peptide fluorescence polarization, 1536-well; inhibition, % at 9.4 µM; 0.15% of 340,000 active; AID 504523; in the data active = inhibition above about 12%;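 note: human Keap1 Kelch domain with fluorescein labeled Nrf2 9mer peptide probe; 0% = neutral control wells and 100% = peptide positive control; higher means more block of Keap1 binding to Nrf2 peptide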
# DSG3 Ab inh – human desmoglein-3 autoantibody binding inhibition | binding (percent of control), % at 10 µM | AID 588358 | DSG3-coupled beads, scFv-anti-DSG3-GFP binding, flow cytometry; active compounds read low | 0.48% of 310,000 active;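 active = binding more than 3 SD below its plate's average and above zero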;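 note: hits lower antibody fragment binding to DSG3; some compounds called inactive have numbers as strong as hits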
# Target sequence (P32926 whole entry, looked up, the tested form may be a part): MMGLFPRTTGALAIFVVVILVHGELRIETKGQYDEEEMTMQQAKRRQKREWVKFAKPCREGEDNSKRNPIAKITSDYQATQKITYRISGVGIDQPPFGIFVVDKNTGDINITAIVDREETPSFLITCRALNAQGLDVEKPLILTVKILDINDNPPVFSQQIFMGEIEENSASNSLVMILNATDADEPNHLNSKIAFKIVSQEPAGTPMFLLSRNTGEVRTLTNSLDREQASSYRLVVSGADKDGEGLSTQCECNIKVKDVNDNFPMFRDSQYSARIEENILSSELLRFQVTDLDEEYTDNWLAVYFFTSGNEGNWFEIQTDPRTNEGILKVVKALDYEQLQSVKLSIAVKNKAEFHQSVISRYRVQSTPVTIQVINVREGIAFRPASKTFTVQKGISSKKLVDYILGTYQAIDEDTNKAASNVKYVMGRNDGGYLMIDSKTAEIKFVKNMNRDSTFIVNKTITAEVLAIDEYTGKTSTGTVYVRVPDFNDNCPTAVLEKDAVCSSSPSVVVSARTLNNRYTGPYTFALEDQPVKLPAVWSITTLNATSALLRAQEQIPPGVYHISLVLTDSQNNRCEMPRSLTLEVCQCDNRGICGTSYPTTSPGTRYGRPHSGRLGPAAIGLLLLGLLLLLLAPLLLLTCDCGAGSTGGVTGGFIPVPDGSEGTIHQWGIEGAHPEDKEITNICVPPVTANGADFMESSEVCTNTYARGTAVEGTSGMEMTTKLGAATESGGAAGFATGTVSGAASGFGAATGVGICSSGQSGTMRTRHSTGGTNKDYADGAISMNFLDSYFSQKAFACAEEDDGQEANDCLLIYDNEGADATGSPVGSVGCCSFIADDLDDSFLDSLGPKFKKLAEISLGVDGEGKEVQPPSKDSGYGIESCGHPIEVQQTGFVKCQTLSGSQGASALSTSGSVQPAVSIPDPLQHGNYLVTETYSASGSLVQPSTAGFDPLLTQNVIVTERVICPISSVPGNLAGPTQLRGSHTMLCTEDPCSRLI
# Starred values were filed as active, the others as inactive; . = not tested or not shown.
nr	SMILES	Cardiac RTF inh	OPRM1-OPRD1 ag	DSG3 Ab inh	Wnt act	Keap1 Nrf2 FP	RTF Ca sens act	C-LANA FP	V-ATPase pHluor	OPRM1-OPRD1 inv	Arr AP2 block
1	O=C(CCSc1nc(-c2ccco2)cc(C(F)(F)F)n1)NCC1CCCO1 (stereo not drawn)	0	-2.2	103	0	0	1	0.1	7	12	29
2	CCCNC(=O)COC(=O)c1ccc(N2CCCC2)c([N+](=O)[O-])c1	0	-1.8	92	-1	-2	3	3.1	1	9	2
3	O=C(Nc1ccc(CN2CCOCC2)cc1)c1ccco1	-10	-1.7	102	15	-1	0	-2.1	2	8	-3
4	CCN1CCN(C(=S)Nc2ccc(Cl)cc2)CC1	-4	-1.1	95	-1	1	5	-0.6	-3	6	-2
5	Cc1ccc(NC(=O)Nc2cnccn2)cc1	-5	-3.4	105	10	2	0	-0.6	5	17	45
6	CSc1ccc(C(=O)C2CCCN(C(=O)CCc3c(C)nn(C)c3C)C2)cc1 (stereo not drawn)	1	-2.3	97	-4	-4	-3	0.1	0	12	16
7	O=C(N1CCC(n2nc(-c3ccccc3)oc2=O)CC1)C1(c2ccc(Cl)cc2)CC1	-8	0.2	100	.	-1	2	-1.4	0	-1	2
8	CCCNC(=O)NC(=O)CSc1nnc(C)n1N	-19	0.7	95	-2	1	-4	0.5	-4	-4	24
9	COc1cc2c(cc1OC)CN(C(=O)c1cc3ccccc3oc1=O)CC2	-6	-0.9	102	-8	-4	4	0.7	0	5	-1
10	CCC(/C=N/NC(=O)C(N)=O)CC	-16	0.4	111	-6	-4	5	0.6	0	-3	-12
11	COc1ccc(OC)c(S(=O)(=O)NCCCN2CCCC2=O)c1	8	0.4	108	1	-1	-1	0.6	-1	-2	-5
12	S=C(NCCCn1ccnc1)Nc1cccc(Cl)c1	1	-0.6	102	-1	-1	6	1.0	0	3	4
13	Cn1c(=O)c2c(SCC(=O)N3CCCCC3)nc(-c3ccccc3F)nc2n(C)c1=O	-3	-2.8	.	1	1	-4	0.3	-7	15	12
14	O=C(NC1CCCCC1)C(c1ccncc1)N(C(=O)c1csnn1)c1ccccc1F (stereo not drawn)	-1	-1.5	99	0	-3	-11	0.1	-2	8	21
15	Nc1ccc(C(=O)O)cc1[N+](=O)[O-]	-4	-0.3	70	5	-4	3	2.2	3	2	2
16	CC(=O)C[C@H]1c2cc(C(F)(F)F)ccc2S(=O)(=O)N1c1ccc(N(C)C)cc1	-5	-2.4	98	0	-1	-2	0.5	3	13	2
17	CC(=O)c1ccc(NC(=O)Cn2nc(C)c([N+](=O)[O-])c2C)cc1	-4	-1.1	.	0	-1	-2	-0.8	3	5	14
18	O=C(N/N=C/c1cccc(O)c1)c1cc2c(ccc3ccccc32)o1	5	6.7	106	3	-7	1	0.2	2	-27	-1
19	COc1ccc(C(=O)CC(=O)C(=O)Nc2cccc(F)c2)cc1	-3	2.6	95	2	2	-4	-0.6	-1	-12	-10
20	Cc1cc(NC(=O)COc2coc(CN3CCN(c4ccccc4F)CC3)cc2=O)no1	-10	-0.8	92	-2	0	-1	-1.2	1	5	12
21	COCCCNC(=O)c1ccc2c(=O)n(C3CCCC3)c(=S)[nH]c2c1	-1	-0.7	90	-5	-7	-1	-0.1	1	3	3
22	Cc1nc(NC(=O)COC(=O)C(C)NC(=O)c2ccccc2)c(Cl)cc1Cl (stereo not drawn)	-4	-2.9	92	1	-2	-1	-0.8	2	11	-7
23	COc1ccc(CCN2C(=O)C3CC=C(C)CC3C2=O)cc1OC (stereo not drawn)	12	0.9	108	.	1	-1	-1.1	5	-5	-4
24	CC1CC(C)CN(C(=O)COC(=O)c2ccc3ccccc3n2)C1 (stereo not drawn)	-4	-1.6	103	4	7	2	-1.5	0	6	29
25	Cc1cc(Cl)ccc1NC(=O)CCN1C(=O)NC(C)(C)C1=O	-4	1.0	108	-2	-4	2	-1.5	-2	-4	-1
26	CN1C(=O)NC(c2ccccc2[N+](=O)[O-])C2=C1CCCC2=O (stereo not drawn)	-64	0.9	227	2	29*	38*	46	-5	-5	12
27	Cc1cccc(NC(=S)N2CCCCC2c2cccnc2)c1C (stereo not drawn)	0	-0.7	92	2	-3	5	1.4	-2	4	5
28	CCOC(=O)N1CCN(S(=O)(=O)c2ccc(C(=O)Nc3sc4c(c3C(=O)OC)CCN(C)C4)cc2)CC1	-9	-1.6	107	-4	-60	-2	-9.4	-1	11	-9
29	CCCCN(C(=O)C1CC(=O)N(Cc2ccc(C)cc2)C1)c1c(N)n(CC(C)C)c(=O)[nH]c1=O (stereo not drawn)	5	-0.4	109	1	-4	-3	0.9	0	2	-7
30	COc1cccc(C2Nc3ccccc3NC3=C2C(=O)CC(C)(C)C3)c1OC (stereo not drawn)	-7	-1.4	114	-1	-1	5	-0.2	-1	7	11
31	CC(O)CNCCOc1ccccc1-c1ccccc1 (stereo not drawn)	-7	-0.1	99	0	-4	-2	-4.0	-1	1	-8
32	CNC(=O)NC(=O)COC(=O)c1n[nH]c2ccccc12	-3	-2.6	98	5	-1	4	1.6	-1	14	-5
33	CC(C)C(c1nnnn1C1CCCCC1)N1CCc2ccccc2C1 (stereo not drawn)	-1	0.9	98	-1	2	9	-1.2	-1	-5	5
34	Cc1ccc(OCC(=O)Nc2ccc(N3CCOCC3)cc2)cc1	-3	0.2	102	.	3	-5	3.5	-1	-1	4
35	O=C(NCCN1CCCCC1)/C(=C/c1ccco1)NC(=O)c1ccccc1	-14	2.7	114	-2	-8	-2	-1.9	3	-22	0
36	Cc1ccc(NC(=O)COCC(=O)Nc2ccc(F)cc2)cc1	1	-1.4	118	0	-4	7	-1.3	3	7	-10
37	Cc1cc(Nc2ccc(Cl)cc2)n2nnnc2n1	-6	1.6	105	.	5	0	-2.9	-9	-8	4
38	COCOc1cc(O)c(C(=O)/C=C/c2ccccc2)c(OCOC)c1	3	2.7	97	-2	-5	-1	0.5	-1	-15	19
39	Cc1ccc(C2(C)NC(=O)N(CC(=O)Nc3nc(-c4ccccn4)cs3)C2=O)cc1 (stereo not drawn)	-12	-1.9	.	-4	1	-2	0.6	1	13	27
40	CC(CSc1n[nH]c(=S)s1)c1ccccc1 (stereo not drawn)	-3	-2.2	118	-2	-7	0	2.2	2	11	-7
41	O=C(NC(=S)Nc1nc(-c2cccc([N+](=O)[O-])c2)cs1)c1ccccc1Cl	.	.	102	8	-1	.	0.4	-2	.	-3
42	Cc1ccc([N+](=O)[O-])cc1S(=O)(=O)Nc1ccc(-c2ccc(N3CCCC3)nn2)cc1	1	0.9	96	2	-2	1	0.5	5	-6	30
43	CC(C)(C)NC(=S)Nc1ccc(Nc2ccccc2)cc1	-1	7.9	101	24	-7	0	-0.9	3	-34	7
44	COC(=O)c1ccc(N2NC(=O)/C(=C/c3cc(OC)c(OC)c(OC)c3)C2=O)cc1	-1	-2.2	115	0	-6	-2	-28	3	10	-14
45	O=C(Nc1ccnn1C1CCN(C(=O)Cc2ccccc2F)CC1)C1CC1	8	-3.3	.	0	-1	-5	0.9	0	17	25
46	O=C(CNS(=O)(=O)c1cccc2nsnc12)NCCc1ccccc1	-6	-0.3	.	-1	-3	-7	0.2	-3	2	0
47	Cc1ccc(C2=CC(=O)C[C@H](c3ccc(Cl)cc3)C2)cc1	0	2.3	105	.	2	5	-2.0	4	-13	33
48	CCOc1ccc2nc(CN3CCN(Cc4ccccc4OCC)C(CCO)C3)ccc2c1 (stereo not drawn)	-2	-1.1	95	-2	-3	-2	-6.7	3	5	16
49	Cc1ccc(N(CC(=O)Nc2ccc(F)cc2)S(=O)(=O)N2CCCC2)cc1	-3	0.8	104	.	-4	-1	0.9	2	-4	0
50	O=C(Cn1c(=O)sc2ccccc21)Nc1ccc2c(c1)OCCO2	2	-1.4	101	-2	0	-8	-1.2	1	7	44
51	CCn1c(C)nc2cc(N)ccc21	-10	-1.2	94	1	2	2	-2.9	4	6	8
52	COc1ccc(OC)c(/C=C2\NC(=O)NC2=O)c1	-5	-2.4	99	0	1	-2	-1.2	0	12	3
53	O=C(COC(=O)c1cc(-c2ccco2)nc2ccccc12)NCc1ccccc1	-5	-1.9	82	1	-1	-8	-1.9	1	12	4
54	Cc1ccc(N/N=C/c2cccnc2)cc1	-2	-9.8	116	-2	1	-2	-0.4	-2	52*	32
55	Cc1oc(-c2cccs2)nc1CN1CCC(c2ccccc2)CC1	10	-1.6	.	-1	-3	7	-1.3	0	8	0
56	O=C(NCc1ccccc1)Nc1cc(Cl)ccc1Cl	-12	4.6	92	2	-6	6	-0.2	2	-23	4

# Another view of two compounds above:
# Every second line gives: Cardiac RTF inh	OPRM1-OPRD1 ag	DSG3 Ab inh	Wnt act	Keap1 Nrf2 FP	RTF Ca sens act	C-LANA FP	V-ATPase pHluor	OPRM1-OPRD1 inv	Arr AP2 block
[53] O=C(COC(=O)c1cc(-c2ccco2)nc2ccccc12)NCc1ccccc1
    -5	-1.9	82	1	-1	-8	-1.9	1	12	4
[54] Cc1ccc(N/N=C/c2cccnc2)cc1
    -2	-9.8	116	-2	1	-2	-0.4	-2	52*	32

# More structures follow.
nr	SMILES	Cardiac RTF inh	OPRM1-OPRD1 ag	DSG3 Ab inh	Wnt act	Keap1 Nrf2 FP	RTF Ca sens act	C-LANA FP	V-ATPase pHluor	OPRM1-OPRD1 inv	Arr AP2 block
57	CCc1c(C)nc(SCc2ccccn2)[nH]c1=O	-1	0.0	104	-5	6	-4	0.3	-1	0	-33
58	Cc1ccc(NC(=O)c2c3c(nc4ccccc24)CCC3)cc1	2	-3.4	107	-23	-4	-5	-0.9	2	16	6
59	N#CC(C#N)=Cc1c(N2CCN(c3ccccc3)CC2)nc2ccccn2c1=O	0	-3.7	99	0	-1	-3	-1.3	-4	17	-12
60	Cc1cc(=O)[nH]c(/N=C(\N)Nc2ccc(SC(F)F)cc2)n1	-9	-1.1	102	8	-3	-1	-0.2	2	6	6
61	C[C@H](CO)N1C[C@H](C)[C@@H](CN(C)C(=O)Nc2ccc(C(F)(F)F)cc2)Oc2c(NC(=O)CCC(F)(F)F)cccc2C1=O	-18	1.4	101	-2	-5	3	-0.9	1	-8	.
62	O=S(=O)(N/N=C/c1cccc(OC2CSC2)c1)c1ccccc1	-2	-1.7	112	-2	-1	0	-2.2	1	9	6
63	CCN(CC)S(=O)(=O)c1ccc(C)c(NC(=O)CNc2cccc(S(=O)(=O)N3CCCC3)c2)c1	-25	0.3	85	-3	-2	-8	-0.3	-2	-2	1
64	CCN1CCN(c2ccc(NC(=O)CCc3c(C)nc4c(-c5ccccc5)c(C)nn4c3C)cc2)CC1	0	1.3	98	4	-2	2	-1.5	-5	-7	-1
65	C=CCN1/C(=C(\C#N)C2=NS(=O)(=O)c3ccccc32)N(C)c2ccccc21	-2	-0.7	105	-4	2	0	3.2	24*	4	55*
66	Cc1ccc(C)c(NC(=O)CN(C)C(=O)Cc2ccc(Cl)cc2Cl)c1	-13	1.5	101	2	-4	-8	-1.5	-7	-13	19
67	C/C(=N/Oc1nc(C)cc(C)n1)c1ccccc1	-5	0.2	103	8	-2	-2	-1.3	0	-1	22
68	N#CC(C#N)=C/C=C(\Nc1ccc(Cl)cc1)c1ccc(Cl)cc1	-9	-3.4	120	-2	-7	-1	-1.8	3	17	0
